ABCB6 inh MLPCN: inhibitors of human ABC transporter ABCB6. AID 602162. K562-ABCB6 porphyrin accumulation, flow cytometry, 1 h; hits give low values. Q9NP58. 0.19% of 360,000 active. fluorescence ratio to DMSO, % at 10 µM;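 active = fluorescence ratio to DMSO below 75%, the collection mean minus 3 SD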;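 also: signal is porphyrin accumulated inside mitochondria; 100% equals median channel fluorescence of DMSO control wells; lower ratio means ABCB6 inhibition with less porphyrin fluorescence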
MC4R antag cAMP: blocks human MC4R cAMP signaling. P32245. MC4R-expressing cells, MTII-stimulated cAMP, LANCE TR-FRET. inhibition, % at 6.5 µM. 0.48% of 360,000 active. AID 540295;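 active = inhibition above its plate's cutoff, the mean of tested wells on that plate plus 3 SD, cut at about 29% in these data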;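 also: 0% = Melanotan II alone and 100% = Melanotan II plus saturating MCL0020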
Target sequence (P32245 whole entry, looked up): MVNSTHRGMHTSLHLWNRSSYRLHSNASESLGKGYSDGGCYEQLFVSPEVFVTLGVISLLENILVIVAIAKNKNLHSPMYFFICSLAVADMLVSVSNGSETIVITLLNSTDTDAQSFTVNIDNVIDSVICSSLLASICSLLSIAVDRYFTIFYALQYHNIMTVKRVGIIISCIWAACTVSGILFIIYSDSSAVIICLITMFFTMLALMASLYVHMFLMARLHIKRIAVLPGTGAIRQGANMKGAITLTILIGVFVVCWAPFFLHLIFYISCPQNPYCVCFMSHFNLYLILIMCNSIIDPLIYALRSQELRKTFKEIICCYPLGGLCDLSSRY
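Material: U2OS-MC4R stable cell line | Reagent: Melanotan II challenge after compound preincubation | Doses: One concentration, 6.5 µM nominal | Incubation: 30-min compound preincubation, 1-h Melanotan II challenge, 1-h detection, room temperature | Signal: TR-FRET cAMP assay | Replicates: One well per compound, no replicates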
aDG glyco act: alpha-DG glycosylation activation | Pro5-aDG cells, alpha-DG glycosylation AlphaScreen (IIH6); 0% Pro5, 100% B10-LARGE cell signal | activation, % at 10 µM | 0.22% of 360,000 active;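 active = activation of at least 8% versus controls, or a plate z-score of at least 8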;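 also: Pro5 are CHO cells carrying HIG-tagged alpha-DG that lacks glycosylation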
N-glyco inh: blocks N-linked glycosylation in D54 reporter cells; D54 ERlucT glycosylation luciferase reporter, 24 h; percent of 100 nM tunicamycin response; reporter increase, % at 12.5 µM; 0.23% of 360,000 active;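 active = mean luciferase reporter signal, scaled so untreated is 0 and the glycosylation-blocking control 100, at or above a set limit in every replicate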;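 also: luciferase carries N-glycosylation sites so blocking glycosylation raises the light; 0% = median of neutral control wells and 100% = median of 100 nM tunicamycin wells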
Exocytosis inh: lytic granule exocytosis inhibition; TALL-104 LAMP-1 surface exposure, flow cytometry; cells stimulated with thapsigargin and PMA; inhibition, % at 10 µM; AID 651702; 0.66% of 360,000 active;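 active = inhibition above about 55%, limit read from the data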
ABHD5 PLIN5 PPI: blocks binding of human ABHD5 to perilipin-5. inhibition, % at 4 µM. 0.78% of 360,000 active. Split G. princeps luciferase complementation, luminescence, 4 h. Q00G26+Q8WTS1;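 active = inhibition above the mean inhibition across every tested compound plus 3 SD, cut at about 22% in these data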;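 also: 0% = DMSO only wells and the 100% control is not disclosed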
Cardio protect: modulators protecting cardiomyocytes from myocardial damage | 0.63% of 360,000 active | H9c2 cardiomyocytes, H2O2 injury protection, ATPLite, 2 h | protection from H2O2 cell death, % at 20 µM;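 active = compounds giving at least 50% protection of heart cells from peroxide-induced death in the single-dose screen, raw or plate-pattern-corrected value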;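 also: 0% = DMSO wells with peroxide and 100% = DMSO wells without peroxide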
MC4R barr agon: agonists of human melanocortin 4 receptor (MC4R) beta-arrestin | AID 540308 | P32245 | activation, % at 8.9 µM | U2OS MC4R beta-arrestin complementation, luminescence; percent of melanotan II response, DMSO zero | 0.98% of 360,000 active;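 active = activation above a per-plate cutoff, the mean activation of sample wells on that plate plus 3 SD, cut at about 8% in these data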
iPSC survival up: hiPSC single-cell survival enhancement | ATPlite luminescence; 100% = ROCK inhibitor wells, 0% = DMSO | survival enhancement, % at 20 µM | 0.044% of 360,000 active; in the data active = survival enhancement above about 18%;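 also: cells exposed to compounds for 16 hours before the ATP read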
m5-HT2A agonist: activates the mouse 5-HT2A serotonin receptor | P35363 | CHO-K1 mHTR2A beta-arrestin complementation, luminescence; percent of 30 µM serotonin response | 0.66% of 360,000 active | activation, % at 7.6 µM | AID 624169;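 active = activation above a run cutoff, the mean activation of all tested compounds plus 3 SD, cut at about 14% in these data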;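 also: 0% = plate median of compound wells and 100% = 30 µM serotonin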
Target sequence (P35363 whole entry, looked up): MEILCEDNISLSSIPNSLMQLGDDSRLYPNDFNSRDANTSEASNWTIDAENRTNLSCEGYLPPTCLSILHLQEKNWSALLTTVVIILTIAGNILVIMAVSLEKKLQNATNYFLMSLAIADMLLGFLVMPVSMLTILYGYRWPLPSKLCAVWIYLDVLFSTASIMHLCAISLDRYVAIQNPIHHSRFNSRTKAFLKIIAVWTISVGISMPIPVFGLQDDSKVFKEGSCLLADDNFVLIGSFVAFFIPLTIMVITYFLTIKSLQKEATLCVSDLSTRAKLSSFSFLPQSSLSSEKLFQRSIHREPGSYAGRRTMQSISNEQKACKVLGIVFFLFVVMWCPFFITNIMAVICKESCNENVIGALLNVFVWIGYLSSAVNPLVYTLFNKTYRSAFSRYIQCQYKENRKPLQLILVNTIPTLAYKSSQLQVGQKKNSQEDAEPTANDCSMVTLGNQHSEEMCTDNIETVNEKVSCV
An asterisk follows results filed as active. This is a random part of the collection. Share with any hit: about 4.5%.

Value order: ABCB6 inh MLPCN	MC4R antag cAMP	aDG glyco act	N-glyco inh	Exocytosis inh	ABHD5 PLIN5 PPI	Cardio protect	MC4R barr agon	iPSC survival up	m5-HT2A agonist
COc1ccc(NC(=O)CSc2nc3ccccc3c(=O)n2CCCN2CCOCC2)c(OC)c1
 : 106	6	0.8	-4	26	1	2	-0.3	-1.6	39*
O=C(Nc1nnc(SCC(=O)N2CCCCC2)s1)c1cccs1
 : 94	5	-0.2	0	1	-3	-14	-1.4	-3.4	-1
CCN(CC(=O)NCc1ccc(Cl)cc1)C(=O)c1ccc2cc(OC)ccc2c1
 : 95	14	1.2	0	28	2	-8	1.1	-0.3	0
COC(=O)Cc1n[nH]c(=S)[nH]c1=O
 : 96	15	0.0	-1	-5	4	0	0.5	-0.4	-2
CN1CC(=O)N2[C@H]3c4ccccc4OC[C@@H]3[C@H](c3ccccc3)[C@]2(C)C1=O
 : 95	5	0.1	2	-7	-34	3	0.4	-1.0	-6
COC(=O)c1ccc(C(NC(=O)OCc2ccccc2)/C(C)=C/[C@@H](C)C(=O)NCc2ccc(-c3ccccc3)cc2)cc1 (stereo partly drawn)
 : 97	3	0.3	-4	-3	-16	1	-1.1	-1.2	-7
O=C(CNC(=O)c1ccccc1F)OCC(=O)N1CCCc2ccccc21
 : 97	14	-0.2	1	1	-7	14	0.4	-0.2	1
O=C1Nc2cc(C(=O)NCCCN3CCCC3)ccc2S/C1=C/c1ccccc1F
 : 103	-8	1.7	-7	29	11	-8	-0.5	-0.2	-8
Cc1cccc(NS(=O)(=O)c2ccc(Oc3ccccc3)cc2)n1
 : 94	1	-0.2	2	-1	-3	-9	-1.3	-1.0	-2
CCc1cccc(CC)c1NC(=O)CO/N=C(\N)CC(=O)NC1CCCCC1
 : 109	5	0.0	-1	1	-7	4	-1.8	-0.3	-3
CC[N+]1(C)[C@@H]2CC[C@H]1CC(OC(=O)[C@H]1CCC(C(=O)OC3C[C@H]4CC[C@@H](C3)[N+]4(C)CC)(c3ccccc3)c3ccccc31)C2 (stereo partly drawn)
 : 100	3	0.4	3	-9	9	12	2.6	-1.0	4
O=C(c1ccc(N2CCCC2)c([N+](=O)[O-])c1)N1CCc2ccccc2C1
 : 102	4	0.1	0	0	10	-3	-1.4	-0.5	-3
CC(C(=O)Nc1ccccc1-c1ccccc1)N1CCCCC1 (stereo not drawn)
 : 101	1	0.4	-4	2	-10	5	2.5	0.4	-2
COCCCN(C(=O)CSc1nc2ccccc2c(=O)n1C)c1c(N)n(Cc2ccccc2)c(=O)[nH]c1=O
 : 97	8	0.1	2	-10	-1	12	-1.1	-0.2	-4
Cc1ccc(N2CC(C(=O)Nc3cc(Cl)ccc3-n3cncn3)CC2=O)cc1 (stereo not drawn)
 : 103	2	0.5	0	13	4	4	-0.7	0.5	4
COc1ccc(-n2ncc3c(=O)n(CC(C)=O)cnc32)cc1
 : 101	-6	-0.1	0	-19	2	4	-2.1	0.6	-2
Cn1c(O)c(N=NC(=O)c2cc(-c3cccs3)nc3ccccc23)c2ccccc21
 : 97	-9	2.2	-4	3	1	9	-4.2	-1.1	1
CCOC(=O)C1CCN(C(=O)c2ccc(OC3CCN(C(=O)CCOC)CC3)cc2)CC1
 : 94	2	0.0	0	7	3	0	-0.6	0.4	0
COc1cc(NC2CCCCC2O)c2nc(-c3ccc(Cl)cc3)ccc2c1 (stereo not drawn)
 : 102	7	1.0	3	27	-6	-16	-0.1	0.7	-1
CC(=O)Nc1sc(NC(=O)c2ccc(C)cc2)nc1-c1cccs1
 : 92	-2	-0.5	10	8	-5	9	0.6	-0.9	2
O=C(O)CCCC(=O)NCCc1ccncc1
 : 92	2	-0.2	2	0	0	7	1.0	-0.6	-1
COc1ccccc1NS(=O)(=O)c1ccc(N/N=C/c2c(C)nn(-c3ccccc3)c2N2CCCC2)c([N+](=O)[O-])c1
 : 92	0	-0.9	-8	2	-2	2	-2.3	-0.9	-3
C/C(=N\NC(=O)c1cccc(N/N=C(\C)c2cc(O)ccc2O)c1)c1cc(O)ccc1O
 : 97	4	-0.1	-5	-2	5	37	-0.9	-0.2	-3
CN(Cc1cnn(C)c1)S(=O)(=O)c1cccc([N+](=O)[O-])c1
 : 129	4	-0.5	1	-3	0	0	-2.0	-0.7	-4
COc1cc(-c2cc(C(=O)Nc3nc4ccccc4s3)c3ccccc3n2)cc(OC)c1OC
 : 99	19	-0.1	-8	0	-1	13	-1.5	-0.1	-4
Cc1c(C#N)c(N)nc2c3c(sc12)NC(=O)CC3c1ccc(Cl)cc1 (stereo not drawn)
 : 99	-44	0.2	7	0	-4	50*	6.4	0.6	2
C=CCSC1=NC(N)=C(C#N)C2(CCCCC2)C1C(N)=O (stereo not drawn)
 : 96	13	-0.2	3	22	-2	-2	-3.0	-0.4	1
CC(C)CN1CCN(Cc2cc3ccccc3[nH]2)CC1CCO (stereo not drawn)
 : 101	12	0.1	0	0	-10	7	0.2	-0.7	1
Cc1[nH]c2ccccc2c1C(=O)CN1CCCC1
 : 89	-5	0.0	2	4	1	2	-1.0	1.8	-1
CCn1c(SCC(=O)N2CCC(C(N)=O)(N3CCCCC3)CC2)nc2ccccc2c1=O
 : 109	1	0.1	2	4	-4	23	-0.4	7.0	-1
CCOc1ccc(C(F)(F)F)cc1NC(=O)c1ccc(OC)c([N+](=O)[O-])c1
 : 97	5	-0.2	-1	-2	0	-3	6.2	-0.9	-2
Cn1c(=O)c2c(nc(SCC(=O)NCc3ccc4c(c3)OCO4)n2Cc2ccc(Cl)cc2)n(C)c1=O
 : 99	0	0.1	-3	-4	9	17	0.7	2.4	-1
C=CCNC(=O)C1CCN(c2ccc(S(=O)(=O)N3CCOCC3)cc2Cl)CC1
 : 96	-7	0.0	2	1	0	-4	-2.9	-0.6	2
Cc1nn(-c2cc(N3CCNCC3)ccc2[N+](=O)[O-])c(=O)c2ccccc12
 : 94	2	0.0	3	-1	11	2	-0.9	-0.5	1
O=C(Nc1ccc(-n2ccnc2P(=O)(O)c2ccccc2)cc1)c1ccccc1Br
 : 85	-2	-0.1	1	-5	0	0	1.9	-0.7	4
CCOC(=O)c1ccc(NC(=O)C2CC2)cc1
 : 103	1	0.0	-1	1	3	-8	1.0	-1.7	0
CCOc1ccccc1N1CCN(S(=O)(=O)c2ccc3c4c(cccc24)C(=O)N3)CC1
 : 97	4	-0.1	-1	-4	0	8	0.6	-2.2	-3
COc1ccccc1OCCn1cc(C=O)c2ccccc21
 : 88	10	0.2	-2	-14	2	-9	-1.9	-0.8	-1
Cc1csc2nc(CSc3nc4ccccc4o3)cn12
 : 95	-5	0.0	-2	1	-11	-9	-1.1	1.9	2
COc1ccc(-c2cc(C(=O)O)nc3ccc4ccccc4c23)cc1OC
 : 98	-7	-0.1	4	0	5	-20	-2.6	-0.7	-1
OCCN1CCN(CC(O)COc2ccc3c(c2)OCO3)CC1 (stereo not drawn)
 : 99	18	0.0	2	2	-1	0	-0.6	1.6	1
O=C(NCCN1CCOCC1)Nc1ccc(Cl)cc1
 : 91	1	-0.1	2	-1	3	0	-0.6	0.6	0
CCCNc1nc(N2CCOCC2)nc(N2CCOCC2)n1
 : 97	9	0.0	0	14	2	-5	-2.2	-1.5	-2
Cc1ccc(NC(=O)CCS(=O)(=O)c2ccc3nc(C)sc3c2)c(C)c1
 : 96	3	-0.3	-1	0	7	-5	-1.6	1.6	1
Cc1cccc(NC(=O)CCN2C(=O)c3cccc([N+](=O)[O-])c3C2=O)c1
 : 99	31*	0.1	1	3	1	5	-1.8	-0.3	9
O=c1c2ccccc2nnn1Cc1nnc(-c2ccccc2Br)o1
 : 96	2	-0.1	-1	-2	1	0	-1.5	5.7	-4
COc1ccc(CCNC(=O)c2ccn[nH]2)cc1OC
 : 94	-2	-0.2	1	-1	7	-3	1.1	-1.9	-12
COc1cccc(N2CCN(C(=O)c3ccc(CS(=O)c4ccccc4C)o3)CC2)c1 (stereo not drawn)
 : 102	-20	-0.4	16	4	4	15	-1.8	1.4	3
COc1ccc(OC)c(C(=O)COC(=O)CN2C(=O)NC3(CCCCC3C)C2=O)c1 (stereo not drawn)
 : 97	2	0.0	-1	-1	-2	6	1.5	-0.3	-3
CCOC(=O)c1ccccc1N/C=C/C(=O)c1cccs1
 : 102	5	-0.2	0	-2	-4	-3	4.9	0.5	1
COC(=O)c1ccccc1NC(=O)CSc1nnnn1C1CCCCC1
 : 90	3	0.4	-2	1	2	-2	-0.7	-0.8	2
Cc1occc1-c1nnc(SCC(=O)N2CCc3ccccc32)o1
 : 99	14	0.4	0	3	2	-18	1.9	-0.1	3
C/C(=N\OC(=O)c1ccc(F)cc1)c1sc(-c2ccccc2)nc1C
 : 92	2	0.0	-1	-1	2	-13	0.0	-0.8	1
O=C1CC(N2CCOCC2)C(=O)N1c1ccc(Cl)cc1 (stereo not drawn)
 : 100	18	0.0	1	-2	4	6	-1.7	0.0	-2
COc1ccc(-n2c(Cc3cccn3C)nnc2SCC(=O)NC2CCCCC2)cc1
 : 103	0	0.1	3	-2	-2	0	-0.3	3.4	3
Cc1cccc(NC(=O)Cn2nnc3sc4c(c3c2=O)CC(C)(C)OC4)c1
 : 94	7	0.8	-1	4	-8	-6	-0.7	-0.3	1
Cc1ccn2c(=O)nc(SCC(=O)Nc3cc(C)on3)nc2c1
 : 104	7	-0.1	3	-6	2	0	-3.2	0.3	8
COc1ccc(CN(Cc2cc3cc4c(cc3[nH]c2=O)OCO4)C(=O)NC2CCCCC2)cc1
 : 105	-4	0.1	-4	0	-3	18	-1.1	6.3	-2
CN1CCN(CC#Cc2ccccc2)CC1CCO (stereo not drawn)
 : 95	0	-0.1	-1	-5	-1	-1	-1.5	-0.6	5
Cc1[nH]nc(-c2ccc(O)cc2O)c1Oc1ccccc1
 : 99	-13	1.9	1	-4	24*	-14	0.8	-1.7	-4

Other structures:
Value order: ABCB6 inh MLPCN	MC4R antag cAMP	aDG glyco act	N-glyco inh	Exocytosis inh	ABHD5 PLIN5 PPI	Cardio protect	MC4R barr agon	iPSC survival up	m5-HT2A agonist
Cc1ccc(N2CC(O)=C(c3ccccc3)C2=N)cc1
 : 101	2	-0.1	1	-7	4	3	-4.1	-2.3	-2
CC(=O)NCc1ccc(-c2csc(NC(=O)CCc3nc4ccccc4c(=O)[nH]3)n2)s1
 : 99	3	1.2	-1	27	-5	90*	-1.9	2.3	1
Cc1cc(C)n2nc(NCc3cccc(Br)c3)nc2n1
 : 98	-16	0.2	-1	3	-5	6	1.7	11	0
CC1=C(C(=O)Nc2ccc(Br)cc2)C(c2ccco2)NC(=O)N1 (stereo not drawn)
 : 101	1	-0.1	0	5	-2	-2	-0.4	1.7	3
O=C(O)C=C(Br)Br
 : 98	9	-0.1	0	31	6	1	-0.4	1.6	-3
CC(C)(C)n1nnnc1C(c1ccncc1)N1CCN(C2CCCCC2)CC1 (stereo not drawn)
 : 102	13	0.4	-1	5	-2	4	-0.2	0.2	1
